GSTO1 counter: GSTO1 inhibition, counter-screen for RBBP9 inhibitors | inhibition, % at 5.96 µM | AID 1974 | 300,000 compounds, 1.1% hits | recombinant GSTO1, activity-based probe fluorescence polarization;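 active = inhibition above the campaign mean inhibition plus 3 SD, cut at about 35% in these data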;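 note: 0% = GSTO1-1 with DMSO and 100% = wells lacking GSTO1-1 enzyme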
PAD4 inh: PAD4 (human) enzyme inhibition | Q9UM07 | recombinant PAD4, RCA probe fluorescence polarization | inhibition, % at 6.36 µM | 330,000 compounds, 0.41% hits | AID 485272;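 active = percent inhibition above a cutoff equal to the mean of all tested compounds plus 3 SD, cut at about 15% in these data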;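 note: 0% = PAD4 with RCA probe and DMSO and 100% = probe without PAD4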
PAFAH1B3 FP inh: inhibitors of human PAFAH1B3; Q15102; recombinant PAFAH1B3, FP-rhodamine probe, fluorescence polarization; inhibition, % at 3.39 µM; 340,000 compounds, 0.28% hits;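 active = inhibition above the screen-wide average of all tested compounds plus 3 SD, cut at about 25% in these data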;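 note: 0% = enzyme with DMSO only and 100% = wells lacking PAFAH1B3 protein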
Target sequence (Q15102 whole entry, looked up): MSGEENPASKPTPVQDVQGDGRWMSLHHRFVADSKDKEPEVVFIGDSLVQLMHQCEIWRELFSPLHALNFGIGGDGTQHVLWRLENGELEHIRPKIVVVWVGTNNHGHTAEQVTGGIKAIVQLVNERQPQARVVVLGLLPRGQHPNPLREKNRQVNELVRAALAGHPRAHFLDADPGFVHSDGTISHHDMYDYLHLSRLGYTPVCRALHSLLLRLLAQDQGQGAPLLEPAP
PME-1 inh: PME-1 (human) inhibition. Q9Y570. recombinant PME-1, FP-Rh probe fluorescence polarization. inhibition, % at 5.9 µM. 320,000 compounds, 0.53% hits. AID 2130;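 active = inhibition above the campaign mean of all compounds plus 3 SD, cut at about 26% in these data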;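 note: competitive labeling of PME-1 active site by serine hydrolase directed probe; 0% = PME-1 with DMSO and 100% = wells lacking PME-1 enzyme; inhibitors block probe labeling so polarization falls and inhibition rises; many of its hits are not listed in these tables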
PAFAH1B2 FP inh: inhibitors of human PAFAH1B2 | AID 492953 | recombinant PAFAH1B2, FP-rhodamine activity probe, fluorescence polarization | 340,000 compounds, 1.2% hits | P68402 | inhibition, % at 3.39 µM;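 active = inhibition above the mean of all tested compounds plus 3 SD, cut at about 24% in these data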;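 note: 0% = enzyme with DMSO and 100% = wells lacking PAFAH1B2; many of its hits are not listed in these tables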
PAFAH2 inh: inhibitors of human PAFAH2 | Q99487 | recombinant PAFAH2, FP-rhodamine activity probe, fluorescence polarization | inhibition, % at 3.39 µM | 340,000 compounds, 0.99% hits;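 active = inhibition above the mean over all tested compounds plus 3 SD, cut at about 30% in these data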;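 note: inhibitors block probe labeling of enzyme so polarization drops; 0% = enzyme with DMSO and 100% = wells lacking PAFAH2 protein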
pPAFAH inh: inhibitors of human plasma PAF acetylhydrolase (pPAFAH); Q13093; recombinant pPAFAH, FP-rhodamine probe fluorescence polarization; inhibition, % at 3.39 µM; 330,000 compounds, 1.5% hits; AID 463082;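 active = inhibition above the mean inhibition across the screen plus 3 SD, cut at about 25% in these data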;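 note: inhibitors block binding of the rhodamine activity-based probe so polarization drops; 0% = enzyme with DMSO and 100% = wells lacking pPAFAH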
Target sequence (Q13093 whole entry, looked up): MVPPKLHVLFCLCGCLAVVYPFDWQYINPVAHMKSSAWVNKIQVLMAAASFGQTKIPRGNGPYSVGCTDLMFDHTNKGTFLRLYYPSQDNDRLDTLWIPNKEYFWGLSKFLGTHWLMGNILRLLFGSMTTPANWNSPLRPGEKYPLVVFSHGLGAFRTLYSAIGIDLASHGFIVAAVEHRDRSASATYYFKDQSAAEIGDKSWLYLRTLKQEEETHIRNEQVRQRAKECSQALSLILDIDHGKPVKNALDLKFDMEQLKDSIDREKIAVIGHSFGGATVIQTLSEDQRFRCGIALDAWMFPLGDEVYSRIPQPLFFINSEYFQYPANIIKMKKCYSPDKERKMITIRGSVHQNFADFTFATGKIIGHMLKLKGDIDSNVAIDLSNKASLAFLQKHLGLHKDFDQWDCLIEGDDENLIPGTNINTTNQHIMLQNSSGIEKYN
LYPLA1 inh: blocks human lysophospholipase 1, a PME1 counter-screen; recombinant LYPLA1, FP-Rh probe fluorescence polarization; 320,000 compounds, 0.16% hits; AID 2174; inhibition, % at 5.9 µM;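 active = inhibition above the mean of all tested compounds plus 3 SD, set per campaign, cut at about 14% in these data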;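 note: inhibitors block serine hydrolase probe labeling of LYPLA1 so polarization falls; 0% = enzyme with DMSO and 100% = wells lacking LYPLA1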
LYPLA2 inh: counter-screen for PME1 inhibitors: inhibitors of human LYPLA2; O95372; recombinant LYPLA2, FP-Rh probe fluorescence polarization; inhibition, % at 5.9 µM; 320,000 compounds, 0.38% hits;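 active = inhibition above the screen-wide mean plus 3 SD, limit set per campaign, cut at about 26% in these data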;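 note: 0% = LYPLA2 with DMSO and 100% = wells lacking LYPLA2 enzyme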
Target sequence (O95372 whole entry, looked up): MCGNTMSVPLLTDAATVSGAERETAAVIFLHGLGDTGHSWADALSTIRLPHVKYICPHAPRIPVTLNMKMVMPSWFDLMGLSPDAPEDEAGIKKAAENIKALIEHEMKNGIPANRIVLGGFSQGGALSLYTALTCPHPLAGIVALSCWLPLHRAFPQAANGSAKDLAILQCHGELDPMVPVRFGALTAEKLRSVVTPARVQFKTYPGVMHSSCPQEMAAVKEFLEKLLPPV
* hit, by the source's call; nt = not tested or not shown. An excerpt. The share of hits here may be higher or lower than overall.

SMILES	GSTO1 counter	PAD4 inh	PAFAH1B3 FP inh	PME-1 inh	PAFAH1B2 FP inh	PAFAH2 inh	pPAFAH inh	LYPLA1 inh	LYPLA2 inh
Cc1ccc(S(=O)(=O)N2CCCCC2)cc1C(=O)Nc1cccnc1	22	7	3	7	3	8	11	1	6
CC(C)=C1C2CCC1C(C(=O)Nc1cc(C)cc(C)c1)C2C(=O)O (configuration not stated)	3	-2	2	-4	2	1	-1	-2	-4
NS(=O)(=O)c1ccc(CNC(=O)/C=C/c2ccc(Cl)c(Cl)c2)cc1	-7	-1	-9	2	-1	2	10	-4	3
CC(C)CC(=O)NC(=S)NNC(=O)c1cccc([N+](=O)[O-])c1	-8	-1	10	1	5	12	4	1	-1
CCOc1cccc(CN2CCCC(C(=O)Nc3cccc(-n4cccn4)c3)C2)c1 (configuration not stated)	-4	1	-1	5	3	3	2	-3	-1
CCCSc1nnc(CNC(=O)C23CC4CC(CC(C4)C2)C3)n1Cc1ccccc1	-2	1	2	1	8	3	1	1	7
COC(=O)c1ccc(COC(=O)c2cccn2C)o1	1	-3	11	-12	6	3	-1	1	2
CCOc1ccc2nc(SCC(=O)NNC(=O)c3ccco3)c(C)cc2c1	-8	3	0	-2	6	0	4	-1	2
CCc1ccc(C2c3[nH]c4ccccc4c3CCN2C(=O)c2cc[n+]([O-])cc2)cc1 (configuration not stated)	5	-1	0	2	5	2	2	0	3
CCOC(=O)C1CCN(CCC(=O)Nc2ccccc2Cl)CC1	-2	-1	0	-1	-1	-5	5	3	8
O=C(Nc1ccc(Br)cc1)c1cccc(NC(=O)C2C3CC4OC(=O)C2C4C3)c1 (configuration not stated)	-12	2	3	-17	-7	-8	5	-9	-7
CCN(c1ccccc1)S(=O)(=O)c1ccc(OC)c(NC(=O)Cc2ccccc2OC)c1	nt	2	7	18	0	30*	1	-1	5
C=CCn1c(SC)nnc1-c1cccc([N+](=O)[O-])c1	2	0	13	-6	2	4	-6	1	5
C=CCNC(=O)c1cc2c(=O)c3ccccc3oc2nc1C	-11	-24	8	-14	2	-3	1	-4	-5
CC(=O)N[C@@H](CS)C(=O)O	nt	0	-3	nt	-5	-4	-1	nt	nt
C=CC[C@@H](CC(=O)N(CCO)Cc1ccccc1)C(=O)N[C@H](COC(=O)[C@H](CC=C)CC(=O)OC(C)(C)C)Cc1c[nH]c2ccccc12	nt	-3	11	nt	10	3	11	nt	nt
COc1cccc(C2C(C(=O)c3sc(C)nc3C)=C(O)C(=O)N2CCN2CCOCC2)c1 (configuration not stated)	4	-8	5	4	1	5	5	-1	0
COc1ccc(Cc2nnc(SCC(=O)c3ccc4c(c3)NC(=O)CO4)o2)cc1	5	0	1	-1	6	3	5	-1	9
CCOCCOC(=O)COc1ccc2c(-c3ccccc3)cc(=O)oc2c1	2	-2	6	9	-2	-5	13	-5	5
CCOC(=O)C1CCN(S(=O)(=O)c2cc(Cl)c(C)cc2OC)CC1	-2	-3	2	-1	0	7	1	-1	4
O=C(C1CCCCC1)N1CCN(c2ccnc3cc(Cl)ccc23)CC1	-12	2	-3	1	9	4	-3	-2	10
O=[N+]([O-])c1ccc2ccn(C3OCC(O)C(O)C3O)c2c1 (configuration not stated)	10	5	0	-6	2	-7	1	-1	2
CC1=NN(c2ccccc2)C(=O)C1N=Nc1ccc(N)cc1 (configuration not stated)	22	-10	-6	15	3	1	15	-3	-2
CCCc1cc(=O)n2[nH]c(NCc3c(Cl)cccc3Cl)nc2n1	-13	-4	-4	3	6	14	1	-1	3
O=C(NC1CCN(CC(=O)N(c2ccccc2)c2ccccc2)CC1)c1ccc([N+](=O)[O-])cc1	6	0	-8	0	4	-4	3	0	-6
CC1(C)NC(C)(C)c2nonc2/C1=N\O	5	0	-1	5	0	-13	3	-2	-2
Cn1c(=O)c2cn(-c3ccccc3)cc2n(C)c1=O	-3	1	3	-7	2	5	0	0	11
COc1ccc(C(=O)NC2CCN(Cc3c(F)cccc3Cl)CC2)cc1OC	-4	3	10	-11	3	0	1	1	2
Oc1[nH]c2ccc(Br)cc2c1N=NC(=S)Nc1ccc(F)cc1	-52	1	13	13	12	-3	13	-9	-9
CCOc1ncccc1C(=O)Nc1cc(S(=O)(=O)N2CCCCC2)ccc1Cl	nt	-3	7	-4	0	7	2	-1	-1
CCOc1ccccc1N1CCN(C(=O)CC(C)(C)C)CC1	13	-1	3	-7	2	-4	5	0	-2
CNc1c(N=Cc2cccnc2)c(=O)n(C)c(=O)n1C	-1	-4	2	-7	-1	-5	1	0	-4
O=C(NCCNC(=O)c1ccccn1)c1ccc(F)cc1	-2	1	3	-4	4	1	-1	-1	-10
Cc1ccnc2nc(C(=O)NCc3ccccc3)nn12	3	-6	-1	-7	-1	3	5	0	1
CC1(c2ccc(OC(F)F)cc2)NC(=O)N(CC(=O)Nc2cccc(S(N)(=O)=O)c2)C1=O (configuration not stated)	-1	1	-2	4	-4	-11	-5	-6	-6
Cc1ccc(C(=O)N/C(=C\c2cccs2)C(=O)N2CCCCCC2)cc1	-5	2	-3	-3	-4	-4	2	2	1
CCc1ccc(NC(=O)C2(C)Cc3ccccc3C(=O)O2)cc1 (configuration not stated)	6	-1	13	4	4	-4	2	-2	-4
O=C(c1ccccc1)C1CCN(C(=O)Nc2ccccc2)CC1	18	4	-1	-4	1	-3	-1	1	4
Cc1ccc(-c2nc(NC(=O)CSc3ccc4ccccc4n3)ns2)cc1	4	-11	11	-4	6	-2	5	2	1
Cc1c(Cl)cccc1N1CC(C(=O)Nc2nccs2)CC1=O (configuration not stated)	4	-3	-1	1	-2	-1	4	-1	-1
O=C(COc1cccc(NC(=O)c2ccccc2)c1)c1ccccc1	-5	-6	3	0	-2	-3	-1	-4	-6
Cc1ccc(OC(=O)c2cccc(C(=O)Oc3ccc(C)cc3)n2)cc1	0	-6	1	3	0	6	2	-1	3
Cc1cc2c(cc1C)N(Cc1ccccc1)C1=NCCCN12	6	11	-1	-1	1	-5	0	1	4
CCCN(C(=O)C(C)Oc1cccc(Cl)c1)c1c(N)n(Cc2ccccc2)c(=O)[nH]c1=O (configuration not stated)	1	-1	-9	0	-1	3	-3	-1	-2
O=[N+]([O-])c1cccc(NC2=NCCC2)c1	-2	0	-3	-2	0	4	-2	5	8
COc1cc(/C=C/C(=O)OCC(=O)Nc2ccc(C)cc2[N+](=O)[O-])ccc1O	-1	1	10	-3	14	22	0	1	5
O=C(CCCCCn1nnc2ccccc2c1=O)N[C@H](C(=O)O)c1ccccc1	4	-1	10	-4	2	1	-1	1	5
COc1ccc(SC[C@H](CC(C)C)N2CCN(C)CCC2=O)cc1	-5	-5	6	1	2	0	-4	-1	-6
Cn1cnnc1Sc1ccc(C(=O)OCC(=O)Nc2cc(Cl)cc(Cl)c2)cc1[N+](=O)[O-]	26	3	0	21	-2	4	8	-12	5
COc1ccc(-n2c(C)cc(C(=O)CSc3ccc(NC(C)=O)cc3)c2C)cc1	1	1	12	8	5	-4	9	-3	-4
O=C(COC(=O)c1cccc(Br)c1)NCCC1=CCCCC1	7	-4	13	2	-3	22	20	-1	-1
CN(C)S(=O)(=O)N1CCC(Oc2cccc(C(=O)NC3CCCCCC3)c2)CC1	7	-1	1	6	3	2	-1	-1	6
C=CCn1c(COc2ccc(Cl)cc2)nnc1SCC(=O)N1CC(=O)Nc2ccccc21	2	1	4	-5	5	-5	2	0	1
CCN(CC)S(=O)(=O)c1ccc(NC(=O)Cn2cnc3ccccc3c2=O)cc1	-2	-2	-3	-3	4	-5	-3	-2	11
COc1ccc(-c2cnc3c(c2)CCC3(C#N)C#N)cc1	-19	-1	-5	7	-1	-4	9	-3	3
CCOCCOC(=O)c1[nH]c2c(c1C)C(=O)CC(c1ccc(OC)c(OC)c1)C2 (configuration not stated)	1	-5	-1	-5	0	3	4	-1	4
FC(F)(F)c1nc(Oc2ccccc2)c2ccccc2n1	1	-1	3	2	-1	1	1	1	4
CCOC(=O)c1sc(NC(=O)CCc2ccccc2)nc1C	2	-7	-7	-3	0	-4	5	-1	1
CCc1ccc(C(=O)NC(=S)NCc2cccnc2)cc1	0	-7	0	-6	0	-5	12	4	6
O=C(O)c1cc(Cl)c(Cl)cc1C(=O)Nc1cccc2ncccc12	-1	-1	7	1	3	1	3	0	2
(more compounds)
SMILES	GSTO1 counter	PAD4 inh	PAFAH1B3 FP inh	PME-1 inh	PAFAH1B2 FP inh	PAFAH2 inh	pPAFAH inh	LYPLA1 inh	LYPLA2 inh
NC(=O)CN1C(=O)C(=O)N(Cc2ccc(F)cc2)C1=O	0	3	4	-1	11	3	-1	3	9
O=C(NCc1ccc(F)cc1)c1ccc(S(=O)(=O)N2CCCCC2)cc1	nt	-4	5	-4	7	-3	4	-2	3
CC(C)(C)N(Cc1ccccc1)C(=O)COC(=O)C1CCCCC1	nt	-4	8	nt	-2	5	4	nt	nt
CCN1CCN(C(=O)NCc2ccccc2)CC1	-11	0	2	-3	2	1	-1	1	-1
Cc1ccc(Nc2c(N)c(=O)oc3ccccc23)cc1	1	2	-2	12	1	-1	2	2	6
O=c1oc2c(CN3CCOCC3)c(O)ccc2c2c1CCC2	-3	0	6	7	4	1	3	5	8
COc1cc(NC(=O)c2ccc(C)c([N+](=O)[O-])c2)ccc1NC(=O)c1ccco1	-2	-5	nt	1	nt	nt	2	-5	0
COc1ccc(OC)c(C2Nc3nc4ccccc4n3C(C)=C2C(=O)Nc2ccc(C)cc2C)c1 (configuration not stated)	0	-3	3	3	5	-6	6	1	3
O=C(COc1nncc2ccccc12)NCC(F)(F)F	-1	4	8	8	6	1	1	6	3
CCN(C(=O)Cn1c(=O)oc2cc(S(=O)(=O)N3CCOCC3)ccc21)c1ccccc1	-1	0	4	-7	7	-4	6	0	9
O=C1CC(N2CCN(c3ccc(Cl)cc3)CC2)C(=O)N1c1ccc(F)cc1 (configuration not stated)	-2	-1	0	4	3	5	0	7	11
O=C(c1cnn2c(C(F)F)cc(-c3ccccc3)nc12)N1CCOCC1	4	-1	4	6	0	4	1	-2	0
Cc1cc(NC(=O)CCSc2nc(-c3ccco3)cc(C(F)(F)F)n2)n(-c2ccccc2)n1	4	-4	2	-1	-5	-4	0	0	-5
CC(C)(NO)/C(=N\O)c1ccccc1	4	-2	3	-2	5	1	3	0	1
Cc1cccn2c(=O)c3cc(C(=O)NCc4ccco4)c(=N)n(C4CCCC4)c3nc12	2	-1	2	-2	0	5	0	-3	0
CN(C)c1ccc(S(=O)(=O)N2CCCCC2)cc1NC(=O)CCNC(=O)c1ccc(Cl)cc1	nt	3	2	6	4	4	4	2	4
CC(/C=N/n1c(-c2ccc(C)cc2)n[nH]c1=S)=C\c1ccco1	13	0	2	-9	-2	5	19	-1	-3
CN(C(=O)COC(=O)c1ccc(C#N)cc1)c1ccccc1	2	4	0	0	3	-8	0	-1	-4
CCN1C(=O)C2(C(C#N)=C(N)Oc3cc(C)oc(=O)c32)c2ccccc21 (configuration not stated)	0	-6	-9	5	6	-5	1	0	1
